L3MBTL1 inh = qHTS Assay for the Inhibitors of L3MBTL1; AlphaScreen L3MBTL1–H3K9me1 peptide binding; actives 0.66% (n = 230,000); Potency, µM (series often up to 57.1 µM), inactives show top-dose activity, negative = inhibition, hits mostly inhibitors; Lethal(3)malignant brain tumor-like protein 1 (Homo sapiens), Q9Y468; AID 485360, 2010; also: potency is read from the fitted curve at half-maximal effect; % is scaled to controls: 0 for no effect and ±100 for the full control effect; nearly all actives have a fitted effect of over 60% in size
Target sequence (Q9Y468 whole entry, looked up): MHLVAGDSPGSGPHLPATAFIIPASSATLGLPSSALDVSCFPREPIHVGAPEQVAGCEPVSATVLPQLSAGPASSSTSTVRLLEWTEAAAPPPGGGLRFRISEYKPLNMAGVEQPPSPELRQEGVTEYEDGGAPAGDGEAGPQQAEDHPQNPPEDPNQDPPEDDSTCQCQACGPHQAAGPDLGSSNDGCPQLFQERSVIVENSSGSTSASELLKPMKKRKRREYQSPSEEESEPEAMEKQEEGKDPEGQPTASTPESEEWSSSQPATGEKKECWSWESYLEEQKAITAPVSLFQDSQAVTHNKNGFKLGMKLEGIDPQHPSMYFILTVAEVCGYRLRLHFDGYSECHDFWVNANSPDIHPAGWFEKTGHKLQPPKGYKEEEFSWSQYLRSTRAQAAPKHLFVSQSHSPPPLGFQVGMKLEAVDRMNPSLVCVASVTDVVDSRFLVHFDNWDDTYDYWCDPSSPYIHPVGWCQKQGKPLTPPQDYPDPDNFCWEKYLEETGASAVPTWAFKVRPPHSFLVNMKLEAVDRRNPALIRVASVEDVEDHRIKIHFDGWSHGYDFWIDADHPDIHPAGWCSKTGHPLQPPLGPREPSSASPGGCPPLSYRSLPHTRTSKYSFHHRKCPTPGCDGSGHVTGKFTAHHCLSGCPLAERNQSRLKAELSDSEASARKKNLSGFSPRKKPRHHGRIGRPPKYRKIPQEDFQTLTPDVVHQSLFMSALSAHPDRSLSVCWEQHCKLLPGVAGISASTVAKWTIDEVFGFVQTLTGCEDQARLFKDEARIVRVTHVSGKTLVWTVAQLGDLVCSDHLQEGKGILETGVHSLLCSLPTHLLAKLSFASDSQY
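L3MBTL1 50 nM + b-AHA-H3(1-15)K9me1 75 nM, 30 min RT; compound added, 30 min RT; streptavidin donor/Ni-chelate acceptor beads 10 ug/mL each final, 30 min RT dark; AlphaScreen read.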
Epigenetic derep = Quantitative High-Throughput Screen for Regulators of Epigenetic Control; murine LDR cells, GFP reporter derepression, 30 h; Potency, µM (series often up to 53.9 µM), for the others: top-dose GFP activation, actives largely listed as activators; actives 0.2% (n = 280,000); AID 1865, 2009; also: potency is read from the fitted curve at half-maximal effect; % of control where 0% means no effect; nearly all actives have a fitted effect of over 60% in size
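Murine LDR cells carrying a silenced, genomically integrated CMV-driven GFP reporter were exposed to compound for 30 hours at 37 C. After PBS washes, GFP-positive cells (20–120 um objects) were counted by laser-scanning microplate cytometry.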
Luc counter = Counterscreen for Luciferase (Kinase-Glo TM) Inhibition | Luciferin 4-monooxygenase (Photuris pensylvanica), Q27757 | Kinase-Glo luciferase, ATP luminescence, 8 min | Potency, µM (top dose mostly 38.3 µM), for inactives: top-dose activity change, negative = inhibition, hits mostly inhibitors | actives 0.28% (n = 200,000); also: potency is read from the fitted curve at half-maximal effect; % is scaled to controls: 0 for no effect and ±100 for the full control effect; nearly all actives have a fitted effect of over 60% in size
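Recombinant Kinase-Glo luciferase, 10 uM ATP (linear range), luciferin; imidazole pH 7.2 / KCl / MgCl2 / Tween / BSA buffer; 8 min RT; luminescence.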
HttQ103 aggreg = qHTS Multiplex Assay to Identify Dual Action Probes in a Cell Model of Huntington: Aggregate Formation (GFP); PC12 HttQ103-GFP aggregates, Acumen cytometry, 40 h; Potency, µM (doses to about 46.1 µM), for inactives: at the top dose activity change, negative = inhibition, hits mostly inhibitors; actives 1.1% (n = 220,000); AID 1688, 2009; also: potency is read from the fitted curve at half-maximal effect; % is scaled to controls: 0 for no effect and ±100 for the full control effect; nearly all actives have a fitted effect of over 60% in size
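Read-out: GFP aggregate count by laser scanning cytometer (488 nm excitation, 500-530 nm emission, 1–25 µm objects >6 SD above background). Cells: PC12, inducible HTTex1-Q103-GFP, 100 nM tebufenozide; compounds titrated.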
NPSR antag = qHTS Assay for Antagonists of the Neuropeptide S Receptor: cAMP Signal Transduction. CHO-NPSR cells, cAMP TR-FRET, antagonist mode. Potency, µM (highest dose often 38.3 µM), without a hit: at the highest dose activity change, negative = inhibition, actives largely listed as inhibitors. Q6W5P4. AID 1461, 2008. actives 1% (n = 220,000); also: potency is read from the fitted curve at half-maximal effect; % is scaled to controls: 0 for no effect and ±100 for the full control effect; nearly all actives have a fitted effect of over 50% in size; many of its hits are not listed in these tables
IMPase Li inh = qHTS Assay for Identifying the Cell-Membrane Permeable IMPase Inhibitors: Potentiation with Lithium | CHO-M1 cells, IP1 TR-FRET (IP-One), carbachol + lithium | Potency, µM (highest dose often 59.4 µM), without a hit: at the top dose activity, negative = IMPase inhibition, most hits filed as inhibitors | actives 0.35% (n = 210,000) | AID 1457, 2008;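 also: IP1 builds up when IMPase is blocked and the TR-FRET signal falls; potency is read from the fitted curve at half-maximal effect; plate controls were basal vehicle for no effect and high inhibitor control for full effect; nearly all actives have a fitted effect of over 50% in size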
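Lithium-sensitised IP1 accumulation assay; M1-expressing CHO cells treated 30 min at 37C with compound. Competitive antibody detection by time-resolved FRET followed a 10 min room-temperature lysis step.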
CBFb-RUNX1 inh = qHTS Assay for Compounds Blocking the Interaction Between CBF-beta and RUNX1 for the Treatment of Acute Myeloid Leukemia. Potency, µM (highest dose often 59.8 µM), for inactives: at the highest dose activity, negative = inhibition, hits mostly inhibitors. 230,000 tested, under 10 active. AlphaScreen CBFb-His/RUNX1-biotin binding, biochemical. Runt-related transcription factor 1 (Homo sapiens) + Core-binding factor subunit beta …. AID 1477, 2009; also: % of control where 0% means no effect
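Bead-based AlphaScreen assay; binding partners His-tagged CBF-beta and biotinylated RUNX1 at 30 nM each. Compound exposure 15 min after a 20-min protein preincubation; bead step 90 min; all steps at room temperature.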
The depositor's hits bear a star; ? = inconclusive; . = no result given; & = joins results of further samples; [ ] = another dose, or the depositor's remark. Calls follow the shape of the dose curve; as a rule, active = well fitted curve in the direction sought with a large enough effect; inconclusive = small, poorly fitted or top-dose-only effect, or another doubt; inactive = no such curve, though single readings can be large; an effect the other way counts as inactive or inconclusive. Not all compounds are listed (hit frequency here may not be typical).

#1 Cc1nc(-n2nnc3ccccc32)c2c3c(sc2n1)CCCC3
#2 COc1ccccc1-c1cc(C(=O)N/N=C\c2cnn(C)c2C)c2ccccc2n1
#3 Clc1ccc(-c2nnc(-c3ccccc3Cl)o2)cc1
#4 CSc1ccccc1NC(=O)CN(C)S(=O)(=O)c1ccc(F)cc1
#5 CCCn1c(SCC(=O)/C(C#N)=C(\C)N)n[nH]c1=O
#6 O=C(OCc1ccccc1)c1ccccc1
#7 CCOC(=O)C1CCN(C(=O)c2ccc3snnc3c2)CC1
#8 O=C(NNC(=O)C(O)(c1ccccc1)c1ccccc1)C1CC1

entry no. | 1 | 2 | 3 | 4 | 5 | 6 | 7 | 8
L3MBTL1 inh | 5.2% | 0.5% | 17.5% | . | -3.8% | . | -20.6% | 16.3%
Epigenetic derep | 1.8% | 4.5% | -0.9% | 0.0% | -0.9% | 3.5% | -1.0% | 2.6%
Luc counter | 0.2% | 2.4% | . | 0.5% | -7.0% | -19.1% | 0.2% | 3.5%
HttQ103 aggreg | -10.9%[9.22 µM] | 14.1% | -0.5% | 12.6%[9.22 µM] | 19.4% | -7.2% | 7.4% | 9.8%
NPSR antag | -16.1%[46.1 µM] | 17.5% | -25.0%[46.1 µM] | -8.5%[46.1 µM] | 5.6%[46.1 µM] | . | 8.0% | 10.6%
IMPase Li inh | 23.1%[38.3 µM] | 3.9% | . | 15.2%[38.3 µM] | 2.5%[38.3 µM] | -21.4% | 2.1% | -6.4%
CBFb-RUNX1 inh | 17.7% | -5.5% | 0.3% | 5.1% | 6.8% | ? | -1.8% | 0.8%

#9 Cc1c(Cl)c(C(=O)NC2CCCC2)nn1C
#10 CCOc1ccc(C(=O)N/N=C/c2cc(Cl)ccc2[N+](=O)[O-])cc1
#11 CC(C)CCOC(=O)C(C)Sc1n[nH]c(=O)[nH]c1=O (stereo unspecified)
#12 O=C(COc1cccc(NC(=O)c2cccc([N+](=O)[O-])c2)c1)c1ccc(Br)cc1
#13 CC(C)(C)OC(=O)CNC(=O)c1[nH]cnc1C(=O)Nc1ccc(CNC(=O)OC(C)(C)C)cc1
#14 COc1ccc(OC)c2[nH]c(=O)c(CCNC(=O)C(=O)c3c(C)[nH]c4ccccc34)cc12
#15 CCCS(=O)(=O)N1CCN(CCN2C(=O)c3cccc4cccc(c34)C2=O)CC1
#16 O=C(Cc1ccccc1)NN1C(=O)C2C3C=CC([C@@H]2C1=O)C31CC1 (stereo partly specified)

entry no. | 9 | 10 | 11 | 12 | 13 | 14 | 15 | 16
L3MBTL1 inh | 8.1% | 0.5% | 5.5% | 5.1% | . | . | -3.3% | 14.5%
Epigenetic derep | 0.0% | 1.1% | 0.0% | -0.6% | 12.8% | -0.3% | -1.1% | 0.0%
Luc counter | -1.0% | 1.1% | . | -1.5% | . | -1.5% | 0.4% | 1.7%
HttQ103 aggreg | -26.9% | 16.5% | 16.8%[9.22 µM] | ? | 2.2%[9.22 µM] | 16.3% | 3.4%[9.22 µM] | -11.3%
NPSR antag | -10.1%[46.1 µM] | -13.1% | 5.0% | -17.3%[46.1 µM] | -50.8% | -29.0% | 8.2% | -6.0%[46.1 µM]
IMPase Li inh | -7.2% | 2.4% | . | 21.3%[38.3 µM] | . | 6.6% | 7.7% | -2.2%
CBFb-RUNX1 inh | 15.2% | -4.7% | 4.7% | 7.8% | 5.7% | 18.5% | 5.1% | 0.7%

#17 N#CC1=C(N)SC(C(=O)c2ccccc2)C1c1cccs1 (stereo unspecified)
#18 CC(C(=O)O)n1nnc2ccccc21 (stereo unspecified)
#19 COc1nc(-c2ccccc2)cc(C(F)(F)F)n1
#20 COCCCn1c(SCC(=O)NC(C)C)nnc1-c1ccccc1
#21 Cc1ccc(C(C(=O)Nc2ccc(C(C)C)cc2)N(C)C(=O)c2ccc(=O)[nH]c2)cc1 (stereo unspecified)
#22 O=C(OCCN1C(=O)c2ccccc2C1=O)c1ccccc1
#23 CCOc1ncccc1C(=O)Nc1ccc(S(=O)(=O)Nc2nccs2)cc1
#24 CCOCCCNC(=S)N1C2CCC1CC(NC(=O)Nc1ccc(C(=O)OCC)cc1)C2 (stereo unspecified)

entry no. | 17 | 18 | 19 | 20 | 21 | 22 | 23 | 24
L3MBTL1 inh | -17.8% | 21.7% | . | 1.2% | . | . | . | -1.8%
Epigenetic derep | 1.2% | -0.2% | -3.0% | -0.4% | -0.3% | -1.2% | 3.8% | 0.3%
Luc counter | -1.3% | . | 3.0% | -3.7% | . | 2.9% | . | -3.9%
HttQ103 aggreg | -7.1% | -20.4%[9.22 µM] | 16.8% | -2.1%[9.22 µM] | 11.1% | -18.3% | -21.1%[9.22 µM] | -13.9%[9.22 µM]
NPSR antag | 1.1%[46.1 µM] | -8.1% | 6.9%[46.1 µM] | -2.7%[46.1 µM] | -20.0% | 15.8% | -16.2% | 37.6%
IMPase Li inh | 12.3% | . | -3.7%[38.3 µM] | 7.1%[38.3 µM] | -6.1% | -3.5% | . | 24.6%
CBFb-RUNX1 inh | -7.2% | 11.5% | 2.2% | 6.6% | -13.5% | 16.7% | 6.7% | 10.6%

#25 CCc1cccc2c(C#N)cn(CCOc3ccccc3OC)c12
#26 CCCC[N+](CC#CCO)(CC#Cc1ccccc1)CCCC
#27 Cc1nn(CC(=O)Nc2cccnc2)c(=O)c2ccccc12
#28 COc1cc(NC(=O)c2cccs2)c(OC)cc1NC(=O)c1ccco1
#29 CN(C)c1nnnn1-c1ccc(Cl)cc1Cl
#30 CC(C)C(=O)Nc1c(-c2ccccc2)c(=O)c2ccccc2n1C
#31 COc1ccc(/C=N/NC(=O)c2cc(-c3ccccc3OC(C)C)nc3ccccc23)cc1CN1CCOCC1
#32 O=C(NCc1nc(-c2ccccc2)no1)c1cccs1

entry no. | 25 | 26 | 27 | 28 | 29 | 30 | 31 | 32
L3MBTL1 inh | 2.1% | 6.8% | 5.3% | -11.6% | ? | 0.7% | -7.0% | 2.8%
Epigenetic derep | -1.1% | 3.9% | 1.1% | -2.6% | 0.0% | 0.0% | 2.0% | 0.2%
Luc counter | -2.0% | . | -2.4% | -0.1% | 4.2% | . | 3.0% | -5.7%
HttQ103 aggreg | -3.6% | -5.1%[9.22 µM] | . | 7.6% | 12.5% | -1.0%[9.22 µM] | -3.9% | 6.1%
NPSR antag | ? | 8.4% | 3.5% | 0.1% | 9.3% | -9.7% | -24.4% | 11.1%[46.1 µM]
IMPase Li inh | 12.7%[38.3 µM] | . | 6.0% | 6.5% | 5.2% | . | 5.2% | -1.0%[38.3 µM]
CBFb-RUNX1 inh | 20.0% | 6.3% | -0.4% | 5.1% | -3.3% | 5.8% | -15.6% | 6.1%

#33 c1ccc2c(-n3cccn3)cccc2c1
#34 Cc1ccc2c(c1)NC(=O)CC(c1ccccc1)=N2
#35 N#C/C(=C(/O)COC(=O)c1ccc2c(c1)OCCO2)c1nc2ccccc2[nH]1
#36 CCCCOc1ccc(CN2CCCCC2)cc1
#37 OC(CN1CCN(c2ccccc2)CC1)Cn1c2ccccc2c2ccccc21 (stereo unspecified)
#38 COc1ccc(C2=NN(C(=O)c3cccc([N+](=O)[O-])c3)C(c3cccc([N+](=O)[O-])c3)C2)cc1 (stereo unspecified)
#39 Fc1ccc2nc(C3CCN(Cc4nc(CC5CC5)no4)CC3)[nH]c2c1
#40 Cc1ccc2nc(NC3=NC(CC(=O)O)C(=O)N3)nc(C)c2c1 (stereo unspecified)

entry no. | 33 | 34 | 35 | 36 | 37 | 38 | 39 | 40
L3MBTL1 inh | 17.3% | -6.4% | -0.2% | -1.3% | . | -12.2% | -1.2% | -23.3%
Epigenetic derep | 0.0% | -1.0% | -0.7% | 0.3% | 3.9% | 0.0% | -5.9% | 3.8%
Luc counter | -4.0% | -7.0% | -0.8% | -0.1% | 8.6% | -0.7% | -0.3% | -0.9%
HttQ103 aggreg | -2.1% | -12.2% | 12.3% | 17.8% | 4.1%[1.84 µM] | ? | 0.8%[9.22 µM] | ?
NPSR antag | 4.6%[46.1 µM] | 7.6%[46.1 µM] | -11.8%[46.1 µM] | 16.5%[46.1 µM] | -7.4%[46.1 µM] | -8.9%[46.1 µM] | -10.4% | 13.0%
IMPase Li inh | -1.6%[38.3 µM] | 22.7% | 3.9%[38.3 µM] | 31.5%[activator][38.3 µM] | 22.0%[38.3 µM] | 24.4%[38.3 µM] | 4.4% | -0.3%
CBFb-RUNX1 inh | 8.4% | 4.7% | -23.6% | 5.9% | -7.6% | 3.5% | -15.3% | ?

Only Luc counter, for some of the entries so far:
nr | Compound | Luc counter
35 | N#C/C(=C(/O)COC(=O)c1ccc2c(c1)OCCO2)c1nc2ccccc2[nH]1 | -0.8%
36 | CCCCOc1ccc(CN2CCCCC2)cc1 | -0.1%

(further entries)
#41 CCn1c(=O)cc(SCC(=O)NCCC2=CCCCC2)c2ccccc21
#42 C=CCSc1nc2c(c(C3CC=CCC3)c1C#N)CCC2 (stereo unspecified)
#43 Cc1cccc(C)c1-n1c(C)nn(Cc2ccc([N+](=O)[O-])cc2)c1=O
#44 CC(=O)c1ccc(NS(=O)(=O)c2ccc(N)cc2)cc1
#45 Cc1ccc(NC(=O)C2=C(c3ccccc3)S(=O)(=O)CCS2(=O)=O)cc1
#46 CCOc1ccccc1-n1c(C)nc2cc(C(=O)O)ccc21
#47 Cc1cc(C(=O)NNS(=O)(=O)c2ccc(C(C)(C)C)cc2)nn1C(C)(C)C
#48 CC(=O)N1N=C(c2ccc(C)cc2)CC1c1ccco1 (stereo unspecified)

entry no. | 41 | 42 | 43 | 44 | 45 | 46 | 47 | 48
L3MBTL1 inh | 1.8% | 34.3%[activator] | -8.4% | -7.3% | -11.1% | . | -3.0% | 1.7%[11.4 µM]
Epigenetic derep | -1.0% | -1.2% | -1.3% | -1.1% | ? | 0.3%&-1.1% | 0.1% | -0.1%
Luc counter | 0.3% | -4.1% | 1.1% | 2.5% | 0.2% | 2.0% | . | -4.1%
HttQ103 aggreg | -6.1% | ? | -1.0% | . | 5.01µM* | -2.6% | -20.2%[9.22 µM] | 8.7%
NPSR antag | -35.9% | ? | -14.6% | 2.7% | 10µM* | -0.5% | 45.4% | 17.8%
IMPase Li inh | -7.3% | 11.5% | 8.6% | -1.6% | 18.6% | -5.9% | . | 3.5%
CBFb-RUNX1 inh | -0.1% | -5.0% | -10.7% | -1.5% | 4.6% | 0.4% | -1.8% | 7.2%
